Source: PubChem
OX1R antag – antagonists of human orexin 1 receptor (OX1R); OX1R-expressing cells, FRET antagonist read-out; O43613; AID 485270; inhibition, % at 6.6 µM; 1.8% of 330,000 active; in the data active = inhibition mostly above about 38%, no sharp cut-off; inactive = mostly below about 40%;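 note: 0% = agonist challenge alone and 100% = reference antagonist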
Target sequence (O43613 whole entry, looked up): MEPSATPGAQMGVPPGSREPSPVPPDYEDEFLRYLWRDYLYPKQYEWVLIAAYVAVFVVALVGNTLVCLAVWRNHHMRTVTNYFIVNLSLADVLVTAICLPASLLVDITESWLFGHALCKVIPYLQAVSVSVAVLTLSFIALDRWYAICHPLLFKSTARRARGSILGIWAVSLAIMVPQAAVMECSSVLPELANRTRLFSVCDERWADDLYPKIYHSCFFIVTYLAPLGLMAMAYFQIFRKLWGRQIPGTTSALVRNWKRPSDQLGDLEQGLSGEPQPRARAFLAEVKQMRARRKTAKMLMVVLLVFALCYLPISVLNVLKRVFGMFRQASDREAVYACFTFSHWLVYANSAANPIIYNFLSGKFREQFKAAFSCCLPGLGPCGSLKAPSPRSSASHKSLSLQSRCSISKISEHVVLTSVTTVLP
STK33 kinase inh – human STK33 kinase inhibition; 0.073% of 320,000 active; inhibition, % at 10 µM; Q9BYT3; purified STK33, MBP phosphorylation, ADP-Glo luminescence;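 active = inhibition at or above 25%, using the most active replicate where run in duplicate; inactive = inhibition below 25%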
Target sequence (Q9BYT3 whole entry, looked up): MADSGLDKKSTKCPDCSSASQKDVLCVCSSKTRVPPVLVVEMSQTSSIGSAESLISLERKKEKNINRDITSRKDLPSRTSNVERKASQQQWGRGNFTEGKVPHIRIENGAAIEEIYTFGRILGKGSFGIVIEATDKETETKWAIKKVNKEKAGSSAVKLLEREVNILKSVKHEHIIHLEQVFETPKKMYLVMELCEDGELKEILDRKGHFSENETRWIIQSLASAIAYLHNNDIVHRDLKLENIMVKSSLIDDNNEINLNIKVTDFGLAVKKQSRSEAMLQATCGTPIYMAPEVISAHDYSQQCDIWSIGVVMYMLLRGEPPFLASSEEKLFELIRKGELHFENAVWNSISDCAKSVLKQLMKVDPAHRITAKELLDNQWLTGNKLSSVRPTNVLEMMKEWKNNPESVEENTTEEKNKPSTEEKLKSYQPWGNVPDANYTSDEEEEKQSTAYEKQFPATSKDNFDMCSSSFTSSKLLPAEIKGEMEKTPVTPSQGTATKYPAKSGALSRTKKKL
The depositor's hits bear a star; · = no result given. This is a random part of the collection; overall some 1.8% were active at least once.

SMILES	OX1R antag	STK33 kinase inh
CC(C)=CCC/C(C)=C/CC/C(C)=N/O	7	0.0
COc1ccc(N2C(=O)CC2(/C=C/c2ccccc2OC)C(=O)NC2CCCC2)cc1 (stereo unspecified)	30	0.7
COCCCNC(=O)c1c[nH]c2ccc(S(=O)(=O)N3CCC(C)CC3)cc2c1=O	16	-1.9
COc1ccccc1Nc1nn2c(=O)c3ccc(C(=O)NCc4cccnc4)cc3nc2s1	21	-0.1
C/C(CC(=O)Nc1ccccn1)=N\NC(=O)c1cccc(C)c1	12	-2.9
Cc1csc(SCC(=O)O)n1	0	-0.1
COc1ccc(C(=O)N2CCCC(Nc3ccc(F)cc3)C2)c(OC)c1 (stereo unspecified)	19	-0.1
O=C(CCNC(=O)N1CC(=O)Nc2ccccc21)Nc1cccc(Cl)c1	8	-1.0
CC(=O)/C(C=Nc1noc(C)c1Br)=C(\C)O	-1	-1.2
Cc1cccc(C(=O)N/N=C/c2ccc(OCC(=O)N3CCCCC3)cc2)c1	-4	-0.5
COc1ccccc1OCC(O)CN1CCN(C(=O)c2ccccc2)CC1 (stereo unspecified)	-12	-1.2
CCN1CCN(C(=S)Nc2ccc([N+](=O)[O-])cc2)CC1	32	-2.7
O=C(NC1CCCCC1)C1CCN(S(=O)(=O)c2cccc3cccnc23)CC1	12	1.9
Cc1ccc(CS/C(Nc2ccccc2C)=C(\C#N)C(N)=O)c(C)c1	7	-1.9
CCOc1cc(NC(=O)C2CC2)c(OCC)cc1NC(=O)CCn1nnc2ccccc21	7	-1.1
O=C(NC1CCCC1)c1cc(-c2ccccc2)nc2ccccc12	13	-2.0
C/C=C/c1ccc(OCCCCNCc2ccco2)c(OC)c1	14	-0.4
Cc1cc(Sc2nc(N)ncc2[N+](=O)[O-])ncn1	26	2.4
N#Cc1c(F)cccc1N1CCC(C#N)CC1	8	0.7
COc1ccc(/C=C/C(=O)N2CCNC(=O)C2)c(OC)c1	12	-0.8
CCc1nnc(NS(=O)(=O)c2ccc(NC(=O)c3ccc(C#N)cc3)cc2)s1	20	0.1
Cc1[nH]c2c(C(=O)N3CCCC(CCC(=O)NCc4ccccc4F)C3)cccc2c1C (stereo unspecified)	0	1.5
C/C(=N\O)C(=O)NCCN(C)C	9	-1.1
COc1ccc(NC(=O)c2cc(-c3ccc4c(c3)OCO4)on2)cc1OC	13	-0.3
NNC(=O)c1cc(-c2ccc(O)cc2)nc2ccc(Br)cc12	28	-0.9
O=C(NC(=S)Nc1ccc(NC(=O)c2cccs2)cc1)c1ccc([N+](=O)[O-])cc1	24	-1.1
CCCCOC(=O)Nc1ccccc1C(N)=O	8	0.4
CCC(C)C(NC(=O)C1CCC(C)CC1)C(=O)NCCc1ccc(S(N)(=O)=O)cc1 (stereo unspecified)	2	-1.3
CCOC(=O)c1ccc(NC(=O)CN2C(=O)C(=O)N(CC(C)C)C2=O)cc1	6	1.7
Cc1sc2nc(CSCC(=O)NC(C)(C)C)[nH]c(=O)c2c1C	19	0.1
Cc1cccc(CCN2C(Nc3ccccc3)=NC[C@@H]2C)c1	23	1.6
COc1ccc(N/C=C/C(=O)c2ccc(OC)c(OC)c2)cc1	7	-0.2
CC(C)c1ccc(N(CC(=O)NCCSCc2ccco2)S(C)(=O)=O)cc1	28	-1.8
Cc1ccc2nc(SCC(=O)N3CCN(C(=O)c4ccco4)CC3)[nH]c2c1	-1	-0.2
COc1cc(OC)c(C2C(C(=O)Nc3ccccc3)=C(C)Nc3ncnn32)cc1OC (stereo unspecified)	11	-0.5
COC(=O)c1ccccc1NC(=O)NCc1ccccn1	9	-1.1
COC(=O)c1cc(CSC(=N)N)ccc1OCCC(C)C	0	0.1
CC1(c2ccccc2)CC(c2ccccc2)=Nc2ccccc2N1 (stereo unspecified)	4	-0.9
Cc1ccc(O)c(NC(=O)C2CCCN2C(=O)OCc2ccccc2)c1 (stereo unspecified)	-5	-1.9
CC(C)NC(=O)Nc1cccc2c1O[C@H](CN(C)C(=O)NC(C)C)[C@@H](C)CN([C@H](C)CO)C2=O	2	-0.9
COc1ccc(N2CCN(C(c3ccc4ncccc4c3)c3nnnn3C(C)C)CC2)cc1 (stereo unspecified)	7	0.6
O=S(=O)(c1cccs1)N1CCC2(CC1)OCCO2	10	-1.9
COc1cc(NC(=O)c2ccc3c(c2)OCO3)ccc1NC(=O)c1cccs1	9	-0.1
CCOc1cc(C)c(S(=O)(=O)NC2CC(C)(C)NC(C)(C)C2)cc1C	26	2.1
Cc1cc2c(c(SCC(=O)Nc3ccc(C)c(C)c3)n1)C(=O)OC2	5	-0.8
O=c1[nH]c2cc(Br)cnc2nc1/C=C(\O)c1ccc(F)cc1	23	1.9
COc1ccc(/C=C(\C#N)c2nc3ccc(C)cc3[nH]2)cc1Oc1ccc(C(F)(F)F)cc1[N+](=O)[O-]	5	-1.1
Cc1ccc(C)c(NC(=O)CN(C)C(=O)c2sccc2C)c1	8	0.5
COc1ccccc1N1CCN(C(=O)C2CCN(C(=O)c3cccc(Cl)c3)CC2)CC1	22	-0.3
CC(N=C1NS(=O)(=O)c2ccccc21)C(=O)Nc1ccc(F)cc1Cl (stereo unspecified)	3	0.1
CCOC(=O)C1=C(C)NC(C)=C(C(=O)OC)C1c1cccc(Cl)c1Cl (stereo unspecified)	14	-0.1
CCCCOc1ccc(C2=NNC(=O)CC2)cc1	21	-1.4
COc1ccccc1CNS(=O)(=O)c1cc2c3c(c1)C(C)C(=O)N3CCC2 (stereo unspecified)	12	0.7
CC(C)CCN1CC(C(=O)NCCC2=CCCCC2)CC1=O (stereo unspecified)	7	-0.2
CCc1ccc(-c2ccc(SCC(=O)Nc3nnc(C)s3)nn2)cc1	11	-0.3
Cc1ccc(C)c(N2CCN(C(=O)c3cccn4c(=O)c5sccc5nc34)CC2)c1	11	-1.1
COc1ccc(/C=C/c2c([N+](=O)[O-])c(=O)n(C)c(=O)n2C)cc1	28	-0.7
COc1ccccc1-n1ccnc(SCC(=O)NCc2ccccc2)c1=O	26	·
Cc1sc2nc(CN3CCCC3)nc(N3CCN(S(=O)(=O)c4cccs4)CC3)c2c1C	14	-0.9
COC(=O)C1=CN(c2ccc(OC)cc2)C=C(C(=O)OC)C1c1cc(OC)c(OC)cc1OC	8	-0.8

(list continues)
SMILES	OX1R antag	STK33 kinase inh
c1ccc(C2(Cn3ccc4ccccc43)OCCO2)cc1	6	-0.8
O=C(CN(Cc1ccccc1)S(=O)(=O)c1cccc(C(F)(F)F)c1)NC1CCCCC1	12	-2.9
Cc1cnc(C(=O)Oc2c(C)ccc(C)c2C)cn1	23	-0.8
Cc1cc(N(C)/N=C/c2ccccc2)nc(-c2ccccc2O)n1	17	1.6
O=C1CCN(C(=O)CSc2ccc(Cl)cc2)N1	12	-0.2
O=C(N/N=C/c1ccoc1)c1cc(O)cc(O)c1	7	1.0
COc1cc(C(=O)N(Cc2ccc(N(C)C)cc2)C2CCS(=O)(=O)C2)cc(OC)c1OC (stereo unspecified)	14	0.7
Cc1ccc(C(=O)N2CCC(C(N)=O)CC2)cc1C	2	-2.3
COc1cc(C)nc(N2CCCC(C(=O)NC3CCC(C)CC3)C2)n1 (stereo unspecified)	15	-0.5
C[C@H]1CC[C@H]2C(=O)N3[C@H](c4cccc(N5CCCC5=O)c4)[C@@H](C)CC[C@H]3C(=O)N2[C@@H]1c1cccc(N2CCCC2=O)c1	13	-0.8
Cc1ccc(C#N)c(SCc2nnc(-c3ccc(Cl)cc3)o2)n1	23	0.4
CC(=O)N1c2ccc(S(=O)(=O)NCC3CCC(C(=O)N4CCCC(C)C4)CC3)cc2CC1C (stereo unspecified)	-2	-0.1
Cc1nc2ccc(NC(=O)c3ccc([N+](=O)[O-])cc3)cc2[nH]1	31	0.2
CSc1ccc(CCNC(=O)CN2C(=O)CCSc3ccccc32)cc1	6	-2.5
CC(C)(C)c1cc(C(=O)O)n[nH]1	23	-0.7
O=C(/C=C/c1ccc(F)cc1)NCCCN1CCN(CCCNC(=O)/C=C/c2ccc(F)cc2)CC1	35	-0.8
CC1CN(C(=O)CN2C(=O)c3ccccc3S2(=O)=O)CC(C)O1 (stereo unspecified)	11	0.9
Cc1cc(C)n(Cc2ccc(C(=O)Nc3cccc(Br)c3)o2)n1	19	-1.2
CC(OC(=O)CCCN=C1NS(=O)(=O)c2ccccc21)C(=O)NC1CCCCC1C (stereo unspecified)	2	-1.2
CC(=O)C12CCCCC1CC1C3CC(C)C4(O)CC(=O)CCC4(C)C3CCC12C (stereo unspecified)	14	-0.3

Entries of single compounds, looked up by structure. Screens in order: OX1R antag, STK33 kinase inh
c1ccc(C2(Cn3ccc4ccccc43)OCCO2)cc1 is listed with 6, -0.8
Cc1cc(N(C)/N=C/c2ccccc2)nc(-c2ccccc2O)n1 is listed with 17, 1.6
COc1cc(C)nc(N2CCCC(C(=O)NC3CCC(C)CC3)C2)n1 (stereo unspecified) is listed with 15, -0.5
CC(=O)C12CCCCC1CC1C3CC(C)C4(O)CC(=O)CCC4(C)C3CCC12C (stereo unspecified) is listed with 14, -0.3
CC(C)(C)c1cc(C(=O)O)n[nH]1 is listed with 23, -0.7

(list continues)
SMILES	OX1R antag	STK33 kinase inh
Cc1cc(C)cc(NC(=S)NC2CC3CCC(C2)N3Cc2ccco2)c1 (stereo unspecified)	22	-0.8
CC1c2ccsc2CCN1S(=O)(=O)c1ccccc1 (stereo unspecified)	6	-1.1
c1cnc(N2CCN(c3cnccn3)CC2)nc1	14	0.2
Cc1cc(N2CCOCC2)nc2ccc(NC(=S)N3CCCCC3C)cc12 (stereo unspecified)	23	1.1
Nc1nc(SCC(=O)N2CCCCC2)[nH]c(=O)c1NC(=O)c1ccccc1F	13	-2.1
O=C(NNC(=O)c1ccco1)c1ccc(NS(=O)(=O)c2cccs2)cc1	13	-0.4
CC(=O)C1=C(C)N(Cc2ccccc2)C(=O)N[C@H]1CCc1ccccc1	22	-1.3
COC(=O)c1sccc1-c1ccc(C(=O)Nc2cccc(Cl)c2)o1	74*	-0.5
O=C(CSc1ncc(C(=O)O)n1-c1ccc(F)cc1)NCc1ccc2c(c1)OCO2	2	-0.7
CCOC(=O)c1sc(NC(=O)c2ccccc2C(=O)O)c(C(=O)OCC)c1C	14	-2.2
O=C(c1ccccc1)N1CCN(C(=O)C2CC2)CC1	5	0.8
Cn1nnc2cc(C(=O)N3CCN(c4ccccn4)CC3)ccc21	14	0.2
C=CCNC(=O)c1ccc(OC)cc1	·	-2.4
CCS(=O)(=O)Nc1ccc(C2=NN(C(=O)c3ccco3)C(c3ccc(Cl)o3)C2)cc1 (stereo unspecified)	11	0.7
CS(=O)(=O)Cc1ccc(C(=O)NNC(=O)c2cc(-c3ccccc3)n[nH]2)cc1	11	-1.2
CC(=O)c1cccc(NC(=O)c2ccc(CN3CCc4ccccc4C3)cc2)c1	14	0.0
CCc1cccc(NC(=O)CN(C)S(=O)(=O)c2cccs2)c1	7	-1.0
CCn1c(=NC(=O)CSC(C)=O)sc2cc(F)ccc21	62	-1.4
CC(Sc1ncn[nH]1)C(=O)c1c(N)n(C)c(=O)n(C)c1=O (stereo unspecified)	-1	-0.8
Cc1nn(Cc2ccc(C(=O)N3N=C(C(F)F)CC3(O)C(F)F)cc2)c(C)c1[N+](=O)[O-] (stereo unspecified)	14	-0.7

5 entries picked at random from those above:
SMILES	OX1R antag	STK33 kinase inh
CCn1c(=NC(=O)CSC(C)=O)sc2cc(F)ccc21	62	-1.4
CCS(=O)(=O)Nc1ccc(C2=NN(C(=O)c3ccco3)C(c3ccc(Cl)o3)C2)cc1 (stereo unspecified)	11	0.7
c1cnc(N2CCN(c3cnccn3)CC2)nc1	14	0.2
CCOC(=O)c1sc(NC(=O)c2ccccc2C(=O)O)c(C(=O)OCC)c1C	14	-2.2
CC(=O)C1=C(C)N(Cc2ccccc2)C(=O)N[C@H]1CCc1ccccc1	22	-1.3

Not a retest: five of the compounds above.
SMILES	OX1R antag	STK33 kinase inh
CC(=O)c1cccc(NC(=O)c2ccc(CN3CCc4ccccc4C3)cc2)c1	14	0.0
CCc1cccc(NC(=O)CN(C)S(=O)(=O)c2cccs2)c1	7	-1.0
CCn1c(=NC(=O)CSC(C)=O)sc2cc(F)ccc21	62	-1.4
CC(Sc1ncn[nH]1)C(=O)c1c(N)n(C)c(=O)n(C)c1=O (stereo unspecified)	-1	-0.8
Cc1nn(Cc2ccc(C(=O)N3N=C(C(F)F)CC3(O)C(F)F)cc2)c(C)c1[N+](=O)[O-] (stereo unspecified)	14	-0.7

Other compounds follow:
SMILES	OX1R antag	STK33 kinase inh
CCOc1ccc(C2C(C(=O)C3CC3)N3C=C(C#N)C=CC3C2(C#N)C#N)cc1 (stereo unspecified)	15	-3.5
Cc1ccc(N2CN(CCC3=CCCCC3)CNC2=S)cc1	10	-0.7
COc1ccccc1/C=C/C(=O)N1CCN(S(=O)(=O)c2cc(C)ccc2C)CC1	8	0.6
Cc1ccc(Nc2nc(NCCCN3CCOCC3)nc(N)c2[N+](=O)[O-])cc1C	11	·
CCCC/C(O)=C1\C(=O)CCCC1=NCCc1c(C)[nH]c2ccccc12	8	-1.1
Cc1ccc(N(CC(=O)NCc2ccccc2)C(=O)CCC(=O)Nc2nccs2)cc1	22	0.0
O=C(c1ccccc1)N1CCc2ccccc21	12	0.2
COc1cccc(/C=N/n2c(COc3ccccc3)n[nH]c2=S)c1OC	0	-0.7
CNc1c(NS(=O)(=O)c2ccc(Cl)cc2)c(=O)oc2ccccc12	10	-0.5
CCN1CCN(C(=O)CSCc2nc(-c3ccc(OC)c(OC)c3)oc2C)CC1	9	-2.4
CCC(C)(C)n1nnnc1CN1CCC(O)(c2cccc(C(F)(F)F)c2)CC1	4	-1.0
O=C(CN(c1ccc(F)cc1)S(=O)(=O)c1ccc2c(c1)OCCO2)NCc1ccccn1	5	-2.2
COc1ccc(CCN2C(=O)NC(NS(=O)(=O)c3ccc(NC(C)=O)cc3)(C(F)(F)F)C2=O)cc1OC (stereo unspecified)	5	-0.7
